Screens (PubChem)
FUS suppressor: FUS proteinopathy suppression in yeast; S. cerevisiae FUS-expressing, growth rescue, OD600, 24 h; Potency, µM (titrated, usually from 76.6 µM), for the others: top-dose growth rescue (activation), actives largely listed as activators; 390,000 compounds, 0.24% hits; AID 1347120;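 further: potency means the concentration at half of the fitted maximal effect; plate controls were DMSO vehicle for no effect and reference control for full effect; nearly all actives have a fitted effect of over 55% in size; some results filed as inactive show a strong effect at the top dose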
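Yeast expressing FUS under galactose induction, OD 0.005 in 2% galactose medium; compounds in a dilution series, 24 h at 30C. Growth rescue by absorbance at 600 nm; CP55940 positive control, DMSO negative.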
pAkt inh: blocks phosphorylation of Akt. Neuro2A IGF-stimulated pAkt S473 HTRF, 20 min; hits give low values. activity change, % for hits at 50 µM. 360,000 compounds, 0.32% hits; in the data active means activity change below about -80%; inconclusive means mostly about -51% to -80%; further: on the % scale 0 is the no-effect control and ±100 the full control effect
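Neuro2A cells in DMEM with 0.5% FBS, overnight at 37 deg C, given compound at single 50 µM final, then IGF (6 nM final) for 20 min at 37 deg C. Lysed; phospho-Akt Ser473 by HTRF after 24 h, 665/615 ratio.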
GLP1R cytotox: cytotoxicity counter-screen for GLP-1 receptor inverse agonists | Potency, µM (top dose mostly 38.3 µM), inactives show at the highest dose activity change, negative = inhibition, usual class: inhibitors | 410,000 compounds, 0.13% hits | HEK293 cAMP-luciferase reporter cells, luminescence, 24 h | AID 624418;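 further: loss of luciferase light is scored as toxicity; potency means the concentration at half of the fitted maximal effect; on the % scale 0 is the no-effect control and ±100 the full control effect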
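A 23 nL compound transfer followed 12 hours of cell culture at 37 deg C; exposure then lasted 24 hr. Luciferase assay detection reagent was dispensed and plates read for luminescence after a 12 min room-temperature wait.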
PTHR1 agonist: activates the human parathyroid hormone receptor PTHR1. Potency, µM (titrated, usually from 115 µM), inactives show at the highest dose activation, actives largely listed as activators. HEK293 GP2 PTHR1 cells, GloSensor cAMP luminescence, 1 h. 410,000 compounds, 0.075% hits; further: potency means the concentration at half of the fitted maximal effect; nearly all actives have a fitted effect of over 55% in size; some results filed as inactive show a strong effect at the top dose; inactives centre near -15; many of its hits are not listed in these tables
Target sequence (Q03431 whole entry, looked up): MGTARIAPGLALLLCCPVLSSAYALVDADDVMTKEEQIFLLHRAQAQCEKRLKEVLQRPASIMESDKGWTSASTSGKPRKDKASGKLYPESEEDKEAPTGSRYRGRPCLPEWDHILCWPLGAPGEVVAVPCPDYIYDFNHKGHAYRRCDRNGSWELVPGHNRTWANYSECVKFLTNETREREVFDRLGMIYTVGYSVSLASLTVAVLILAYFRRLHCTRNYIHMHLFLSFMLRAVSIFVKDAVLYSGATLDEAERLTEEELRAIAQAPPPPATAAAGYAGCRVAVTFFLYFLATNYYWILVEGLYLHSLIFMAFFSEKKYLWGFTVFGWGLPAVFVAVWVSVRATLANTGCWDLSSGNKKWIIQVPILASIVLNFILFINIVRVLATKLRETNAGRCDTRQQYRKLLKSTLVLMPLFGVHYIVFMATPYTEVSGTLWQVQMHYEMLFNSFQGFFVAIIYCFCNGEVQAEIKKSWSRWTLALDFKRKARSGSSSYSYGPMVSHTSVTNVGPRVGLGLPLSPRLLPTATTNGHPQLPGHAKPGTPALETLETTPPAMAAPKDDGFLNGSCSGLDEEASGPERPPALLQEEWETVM
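HEK-293-derived GP2 cells expressing PTHR1 and a GloSensor cAMP reporter, 3,000/well, plated overnight, given luciferin plus IBMX (each 0.5 mM as added) for 1 h at 37 °C, then compound for 1 h at 37 °C. Luminescence was read after 15 min at room temperature.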
aSyn yeast inh: alpha-synuclein toxicity inhibition in yeast | Yeast expressing alpha-synuclein, growth rescue, BacTiter-Glo, 24 h | Potency, µM (titrated, usually from 46.1 µM), for inactives: at the highest dose growth rescue (activation), hits mostly activators | 370,000 compounds, 0.14% hits; further: potency means the concentration at half of the fitted maximal effect; % of control where 0% means no effect; nearly all actives have a fitted effect of over 65% in size
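Readout is rescue of growth in alpha-synuclein-expressing yeast, so inhibitors of toxicity appear as activators. Growth after 24 hr at 30 deg C in galactose medium is quantified by luminescence.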
MmCpn inh: inhibitors of Methanococcus maripaludis chaperonin (MmCpn); purified Mm-Cpn ATPase, ADP Transcreener TR-FRET; Potency, µM (doses to about 76.9 µM), for the others: at the highest dose activity, negative = inhibition, hits mostly inhibitors; 330,000 compounds, 0.031% hits; AID 504842; further: potency means the concentration at half of the fitted maximal effect; on the % scale 0 is the no-effect control and ±100 the full control effect; nearly all actives have a fitted effect of over 80% in size
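Quantitative HTS used 25 nM Mm-CPN and 10 uM ATP in magnesium/KCl Tris buffer, pH 7.4, with 1 mM DTT. Hydrolysis ran 30 min at 37°C; ADP was read by HTRF.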
TDP43 rescue: rescues yeast growth from TDP-43 toxicity | AID 652104 | Potency, µM (top dose mostly 46.1 µM), without a hit: at the highest dose growth rescue (activation), actives largely listed as activators | 410,000 compounds, 1.8% hits | TDP-43 expressing yeast growth rescue, BacTiter-Glo, 24 h; further: potency means the concentration at half of the fitted maximal effect; % of control where 0% means no effect; nearly all actives have a fitted effect of over 50% in size
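Cell-based yeast growth screen: TDP-43 expression induced in galactose, inoculum OD600=0.02 after raffinose pregrowth to mid-log. Read-out BacTiter-Glo luminescence at 24 hr, 30 deg C; inhibition of toxicity seen as signal increase.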
Abeta rescue: compounds reversing amyloid beta toxicity in yeast; yeast expressing A-beta42, growth rescue, OD600, 48 h; response scale: 0% DMSO, 100% iron-clioquinol control; 410,000 compounds, 0.063% hits; Potency, µM (series often up to 46.1 µM), inactives show at the top dose growth rescue, hits mostly activators; AID 1347071; further: potency means the concentration at half of the fitted maximal effect; nearly all actives have a fitted effect of over 55% in size
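Growth rescue measured by 600 nm absorbance after 48 h yeast culture at 30 C with compound. Values normalized between DMSO and an equimolar ferric chloride plus clioquinol control.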
GLP-1R inv ag: acts as inverse agonist at human GLP-1 receptor; Potency, µM (highest dose often 38.3 µM), for the others: top-dose activity change, negative = inhibition, most hits filed as inhibitors; P43220; HEK293 GLP-1R CRE-luciferase, luminescence, 24 h; GLP-1R form is constitutively active; AID 624417; 410,000 compounds, 1.6% hits; further: potency means the concentration at half of the fitted maximal effect; on the % scale 0 is the no-effect control and ±100 the full control effect; nearly all actives have a fitted effect of over 55% in size
Target sequence (P43220 whole entry, looked up): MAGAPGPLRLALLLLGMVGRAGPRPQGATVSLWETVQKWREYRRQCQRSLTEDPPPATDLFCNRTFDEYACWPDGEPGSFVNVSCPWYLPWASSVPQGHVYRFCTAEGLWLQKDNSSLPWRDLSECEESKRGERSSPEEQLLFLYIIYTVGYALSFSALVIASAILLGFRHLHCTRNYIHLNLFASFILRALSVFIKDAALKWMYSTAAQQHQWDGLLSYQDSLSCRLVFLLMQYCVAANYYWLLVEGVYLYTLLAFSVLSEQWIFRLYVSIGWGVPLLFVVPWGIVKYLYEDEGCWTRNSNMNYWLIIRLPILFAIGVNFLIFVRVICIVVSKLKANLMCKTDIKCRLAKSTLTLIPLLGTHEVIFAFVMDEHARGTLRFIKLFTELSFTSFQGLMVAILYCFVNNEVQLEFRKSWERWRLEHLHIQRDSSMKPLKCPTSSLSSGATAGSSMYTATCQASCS
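HEK293 cells stably co-expressing constitutively active GLP-1R and a cAMP-responsive luciferase reporter were seeded in DMEM with 10% Nu serum, given compounds after 12 h, and incubated 24 h at 37 deg C. Luminescence was then read.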
Active calls of the source: *; i = inactive; ? = inconclusive; . = not tested or not shown; [ ] = another dose, or the depositor's remark. Unless noted, the call rests on the fitted dose curve; in most records, active means well fitted curve in the direction sought with a large enough effect; inconclusive means small, poorly fitted or top-dose-only effect, or another doubt; inactive means no such curve, though single readings can be large; an effect the other way counts as inactive or inconclusive. This is a subset; rates above refer to the full screens.

item | compound | FUS suppressor | pAkt inh | GLP1R cytotox | PTHR1 agonist | aSyn yeast inh | MmCpn inh | TDP43 rescue | Abeta rescue | GLP-1R inv ag
1 | Cc1cc(S(=O)(=O)NC2CCCC2)ccc1-n1cnnn1 | -3% | i | 5% | -9% | -4% | -1% | -16% | -15% | 15%
2 | Cc1cc(C)c(NC(=S)N(CCCN2CCOCC2)Cc2cccnc2)c(C)c1 | 28% | i | -10% | -25% | -3% | 0% | -17% | -22% | 18%
3 | CC(C)(Oc1ccc(Cl)cc1)C(=O)Nc1cccc(S(=O)(=O)NC2=NCCC2)c1 | 15% | i | 2% | -32%[inhibitor] | 5% | 2% | -11% | -7% | -20%
4 | C=CCOC(=O)C1=C[C@H](c2csc3ccccc23)C[C@H](OCCCCO)O1 | ? | i | -23% | -18% | 7% | . | 21% | 8% | 2%
5 | COc1ccc(S(=O)(=O)N2CC(O)CC2C(=O)OCC(=O)Nc2ccc(Cl)cn2)cc1 (configuration not stated) | 4% | i | -6% | i | ? | 1% | 3% | 24% | 1%
6 | COc1ccc(CCC(=O)N2c3ccccc3N=C(c3ccc(C(F)(F)F)cc3)C2C(=O)NC(C)C)cc1 (configuration not stated) | 9% | i | 1% | -34%[inhibitor] | -1% | . | 11% | 6% | -9%
7 | COc1ccc(-c2noc(CN(Cc3nccn3C)C(C)C)n2)cc1 | 17% | i | 1% | -9% | 0% | 0% | -8% | 8% | -22%
8 | CCc1ccccc1NC(=O)c1cc2nc(-c3ccc(OC)c(OC)c3)cc(C(F)(F)F)n2n1 | 5% | . | 37%[activator] | -21% | 1% | . | 14% | 0% | 16%
9 | COc1ccccc1C(=O)c1c(N)c(-c2nc(-c3ccccc3)cs2)c2ccccn12 | 22% | . | -9% | -6% | . | . | 14% | 2% | ?
10 | COc1cccc2c(=S)c(CCC(C)=O)c(C)[nH]c12 | 16% | i | 2% | -12% | 2% | -5% | 14% | -8% | 35%[activator]
11 | COc1ccc(Cl)cc1N1Cc2ccccc2C1 | ? | i | 8% | -21%[57.5 µM] | 2% | -1% | 0% | -36% | -14%
12 | CN(C)S(=O)(=O)c1cccc(-n2sc3ccccc3c2=O)c1 | 25% | i | -16% | -10% | -76%[inhibitor] | 0% | -91%[inhibitor] | -84%[inhibitor] | 1%
13 | CCOC(=O)N1CCN(C(=O)COC(=O)c2oc3ccc(OC)cc3c2C)CC1 | 31% | i | -6% | -15% | 3% | -4% | -10% | 14% | 1%
14 | Cc1ccc(NCC(=O)N/N=C\c2cccc(O)c2)cc1 | 7% | i | -7% | i | 1% | 2% | 4% | 3% | 0%
15 | Cc1ccc(CSCC(=O)N2CCN(c3cc(Cl)ccc3C)CC2)cc1 | 34% | . | -9% | -17% | . | . | 18µM* | -5% | ?
16 | COc1cccc(N(CC(=O)N2CCOCC2)S(C)(=O)=O)c1 | -24% | i | -10% | -25% | -5% | 1% | -6% | -8% | 16%
17 | CCCS(=O)(=O)NC(=O)C1(C)CCCN(C(=O)c2ccc(C(=O)OC)cc2)C1 (configuration not stated) | -23% | i | -2% | -7% | -1% | . | 18% | 0% | 9%
18 | CCOC(=O)C1=C(CN2CCC(C(=O)OCC)CC2)NC(=O)NC1c1ccc(Cl)cc1 (configuration not stated) | -25% | . | 9% | -88%[inhibitor] | . | . | -9% | -14% | 16%
19 | C/C(=N\NC(=S)NC(C)C)c1ccc2c(c1)OCCO2 | . | i | 4.5µM* | -91% | -10% | -1% | 12% | -2% | 10µM*
20 | CC1CC(C)CN(C(=O)CN2CCN(Cc3ccc(Cl)cc3)C2=O)C1 (configuration not stated) | 15% | i | -10% | -4%[57.5 µM] | 1% | -2% | 25% | 2% | ?
21 | COC(=O)C1C(=O)c2c([nH]c(C(=O)OCCOC(C)C)c2C)CC1C (configuration not stated) | -29% | i | -3% | -13% | 0% | 0% | 11% | 21%[9.22 µM] | 32%
22 | CCOC(=O)N1CCc2c(sc3c2C(=O)NC(c2cc(OC)c(OC)c(OC)c2)N3)C1 (configuration not stated) | 3% | . | -18% | i | . | . | 18% | -3% | -26%
23 | C/C(=N\NC(=O)c1nnn(-c2nonc2N)c1-c1ccc2c(c1)OCO2)c1ccccc1 | 10% | i | 0% | -37%[inhibitor] | -8% | -1% | -3% | 8% | 1%
24 | COc1ccccc1NC(=O)COC(=O)C1=NN(c2ccccc2)C(=O)CC1 | 1% | i | 5% | i | 0% | -1% | 2% | -2% | 11%
25 | CCN(CC)c1nc(C)c2c(c1C#N)CC(C)(C)OC2 | -16% | i | -4% | -20% | -12% | 0% | 5% | -16% | 6%
26 | CC(C)C[C@@H](CNCC(=O)[C@H](CC(C)C)NC(=O)c1[nH]cnc1C(=O)N[C@H](CN)CC(C)C)NC(=O)c1nc[nH]c1C(=O)N[C@@H](CC(=O)O)C(=O)O | ? | i | 7% | 22% | -1% | . | -14% | -14% | 11%
27 | COc1cc(O)c2c(c1)OC(c1ccc(O)cc1)CC2=O (configuration not stated) | 19% | i | -4% | -6% | 8% | . | 13µM* | -6% | 10%
28 | CCOC(=O)[C@]12CCCC=C1N(Cc1cccc3ccccc13)C(=O)[C@H](CC(=O)N1CCN(C(=O)c3ccco3)CC1)C2 | ? | i | -14% | -25% | 12% | . | 9% | -2% | ?
29 | COc1ccc(OCC(O)CNC(C)c2ccccc2)cc1 (configuration not stated) | -33% | i | 4% | i | -1% | 0% | 21% | -2% | -24%
30 | CO/N=C/c1ccc(N2CCN(C(=O)c3ccc(C)cc3)CC2)c([N+](=O)[O-])c1 | 31% | i | -9% | i | 9% | -2% | 8% | -6% | -17%
31 | Cc1cc(C)cc(NC(=O)CN(c2cccc(C)c2C)S(=O)(=O)c2ccccc2)c1 | 7% | . | 2% | -8% | . | . | 24% | 1% | ?
32 | [O-]/C(=C(\C(=S)Nc1cccc2ccccc12)[n+]1ccccc1)c1cccs1 | 32% | i | -2% | i | -1% | 0% | 20% | -7% | ?
33 | COc1ccc(CNC(=O)C(C)N2C(=O)COc3ccc(C)cc32)c(OC)c1 (configuration not stated) | 15% | i | 2% | -12% | 1% | -1% | -15% | -4% | -28%
34 | CCC(C)NC(=O)N1c2ccccc2Sc2ccccc21 (configuration not stated) | 21% | i | 2% | -17% | -15% | -1% | 4% | 22% | ?
35 | CN(CC(=O)Nc1cccnc1)S(=O)(=O)c1ccccc1 | 18% | i | 3% | -13%[57.5 µM] | 3% | 1% | -1% | 19% | 5%
36 | CCOC(=O)Cc1c(C)nc2c(C#N)c[nH]n2c1=O | 22% | i | -6% | -23% | 8% | -6% | -18% | -15% | 2%
37 | O=C(O)/C(=C/c1ccc(Cl)c([N+](=O)[O-])c1)c1ccc(S(=O)(=O)N2CCCCC2)s1 | 9% | i | -3% | -18% | -3% | . | -7% | -5% | 18%
38 | COCCn1c(N)c(Sc2ccc([N+](=O)[O-])cc2)c(=O)[nH]c1=O | 6% | i | -9% | i | -2% | -1% | 20% | -6% | 0%
39 | CC12CCC(=O)N1C(C(=O)Nc1cccc(S(=O)(=O)N3CCCCCC3)c1)CS2 (configuration not stated) | ? | i | -3% | 10% | -4% | 1% | 1% | 12% | -35%
40 | Cc1cc(C)n(-c2c(C)[nH]c3ccccc23)n1 | 46% | i | 0% | -14% | 0% | -3% | 2% | -9% | -34%
41 | CN(C)c1ncnc2sc(-c3ccccc3)cc12 | 1% | i | -1% | -16% | 1% | -9% | 25% | -8% | 160%[activator]
42 | O=C(NCc1ccco1)c1cccc2c1C(=O)c1ccc(N3CCCC3)cc1S2(=O)=O | 14% | i | -14% | -9% | -2% | -13% | 10% | -6% | 2%

Molecules above containing a Cl atom, in the order listed:
item | compound | FUS suppressor | pAkt inh | GLP1R cytotox | PTHR1 agonist | aSyn yeast inh | MmCpn inh | TDP43 rescue | Abeta rescue | GLP-1R inv ag
3 | CC(C)(Oc1ccc(Cl)cc1)C(=O)Nc1cccc(S(=O)(=O)NC2=NCCC2)c1 | 15% | i | 2% | -32%[inhibitor] | 5% | 2% | -11% | -7% | -20%
5 | COc1ccc(S(=O)(=O)N2CC(O)CC2C(=O)OCC(=O)Nc2ccc(Cl)cn2)cc1 (configuration not stated) | 4% | i | -6% | i | ? | 1% | 3% | 24% | 1%
11 | COc1ccc(Cl)cc1N1Cc2ccccc2C1 | ? | i | 8% | -21%[57.5 µM] | 2% | -1% | 0% | -36% | -14%
15 | Cc1ccc(CSCC(=O)N2CCN(c3cc(Cl)ccc3C)CC2)cc1 | 34% | . | -9% | -17% | . | . | 18µM* | -5% | ?
18 | CCOC(=O)C1=C(CN2CCC(C(=O)OCC)CC2)NC(=O)NC1c1ccc(Cl)cc1 (configuration not stated) | -25% | . | 9% | -88%[inhibitor] | . | . | -9% | -14% | 16%
20 | CC1CC(C)CN(C(=O)CN2CCN(Cc3ccc(Cl)cc3)C2=O)C1 (configuration not stated) | 15% | i | -10% | -4%[57.5 µM] | 1% | -2% | 25% | 2% | ?
37 | O=C(O)/C(=C/c1ccc(Cl)c([N+](=O)[O-])c1)c1ccc(S(=O)(=O)N2CCCCC2)s1 | 9% | i | -3% | -18% | -3% | . | -7% | -5% | 18%
